# Growth percent in the NCI-60 one-dose screen (48 h, 10 µM unless noted): 100 = growth as untreated, 0 = no growth, -100 = all killed.
# HCT-15: HCT-15 colon cancer; 82,000 compounds, 5.2% hits; AID 1794746
# KM12: KM12 colon cancer cells | 82,000 compounds, 5% hits | AID 1794800
# COLO 205: COLO 205 colon cancer. AID 1794742. 79,000 compounds, 7.3% hits
# HT29: HT29 colon cancer | 81,000 compounds, 7.4% hits
# A498: A498 renal cancer cells; 76,000 compounds, 5.4% hits
# HCT-116: HCT-116 colon cancer; 82,000 compounds, 7.3% hits; AID 1794798
# SW-620: SW-620 colon cancer; AID 1794795; 82,000 compounds, 5.2% hits
# SNB-75: SNB-75 CNS cancer. 79,000 compounds, 5% hits. AID 1794750
# HCC-2998: HCC-2998 colon cancer. 79,000 compounds, 4.7% hits. AID 1794799
# Numbers without * were called inactive; . = not tested or not shown. Rule for the calls: active = growth percent below 10; inactive = the rest.
(1) CC1NC(=O)c2c1c(=O)[nH]c1ccccc21 (configuration not stated)
(2) COc1ccc(/C=C/C(=O)c2cc(CC=C(C)C)c(OC)cc2OC)c(OC)c1
(3) CCCCOc1c(N)cccc1C(=O)OCCN(CC)CC
(4) CCOC(=O)C1=C(N)Oc2n[nH]c(C)c2C1c1cc2cc(Br)ccc2nc1Cl (configuration not stated)
(5) O=C1NC(=O)C(CCc2ccccc2)(c2ccccc2)N1 (configuration not stated)
screen / no.	1	2	3	4	5
COLO 205	.	110	109	111	105
HCC-2998	112	109	90	104	117
HCT-116	103	75	79	108	107
A498	91	96	90	.	106
SW-620	92	98	102	101	108
HCT-15	95	92	109	101	97
KM12	99	99	102	97	102
SNB-75	78	96	102	94	97
HT29	102	90	86	112	95

(6) COc1c(CCCO)cc2c(c1OC)OCO2
(7) COc1cc(C(=O)c2c(-c3ccccc3)oc3c(OC)cccc23)cc(OC)c1OC
(8) Fc1ccc(NCn2nc(-c3cnccn3)oc2=S)cc1
(9) CCCCCCCCCCOC(=O)c1ccc(OC)cc1
(10) Cc1cc(N/N=C/c2nc(-c3ccc(Cl)cc3)oc2C)c2cc(Cl)ccc2n1
screen / no.	6	7	8	9	10
COLO 205	127	-16*	86	109	84
HCC-2998	101	-4.9*	91	107	103
HCT-116	107	-8.1*	68	104	-47*
A498	85	-28*	104	.	87
SW-620	101	20	89	112	-69*
HCT-15	107	5.9*	71	109	-53*
KM12	104	3.2*	83	112	54
SNB-75	79	7.4*	105	92	.
HT29	103	8.2*	88	96	-51*

(11) Cc1ccc(N/N=C/c2c(-c3ccc(S(C)(=O)=O)cc3)nc3ccccn23)cc1
(12) CC(=O)O[C@H]1CC[C@]2(C)C3=C(C(=O)C[C@H]2C1(C)C)[C@]1(C)CC[C@H]([C@H](C)CCC(=O)O)[C@@]1(C)CC3=O
(13) Cc1cc2c(c3c1C(=O)CC3)C(C)(C)CCC2(C)C
(14) CCc1ccc2c(c1)C1(Oc3c(OC)cccc3C3CC(c4ccc(F)cc4)=NN31)C(=O)N2 (configuration not stated)
(15) CC(C)Cn1cnc2c(=S)nc(N)[nH]c21
screen / no.	11	12	13	14	15
COLO 205	76	103	111	103	120
HCC-2998	78	102	97	98	104
HCT-116	59	99	96	101	93
A498	57	85	125	102	89
SW-620	51	86	109	96	109
HCT-15	16	95	112	101	104
KM12	.	106	100	96	106
SNB-75	79	92	102	79	101
HT29	76	90	95	105	102

(16) O=C(N/N=C\c1ccc([N+](=O)[O-])cc1)c1ccc2nc(-c3ccc(Br)cc3)[nH]c2c1
(17) O=C(c1cccnc1)C1Cc2ccccc2C1=O (configuration not stated)
(18) NS(=O)(=O)c1ccc(-n2cc(CN3CCCCC3)nn2)cc1
(19) CC(=O)OC1CC2C(C)(C)OC3CC(=O)OCC32C2CCC3(C)C(=CCC3c3ccoc3)C12C (configuration not stated)
(20) Cc1cnc(NC(=O)CNc2nnc(-c3cccnc3SCc3ccccc3)s2)s1
screen / no.	16	17	18	19	20
COLO 205	-51*	107	119	76	.
HCC-2998	5.7*	107	106	81	106
HCT-116	-37*	98	107	106	103
A498	21	151	94	110	84
SW-620	5.3*	102	106	112	104
HCT-15	15	96	107	108	112
KM12	12	103	95	99	.
SNB-75	56	75	93	97	83
HT29	-0.8*	100	97	102	114

(21) Cc1ccc(C(=O)c2ccccc2Cl)cc1
(22) O=C(Nc1ccc2ncnc(Nc3ccc(S(=O)(=O)Nc4ccccn4)cc3)c2c1)c1ccccc1
(23) COc1ccc(CN2CCc3c(Sc4ccccc4OC)nc(N)nc3C2=O)c(OC)c1
(24) O=C(Nc1nc(-c2ccccc2)cs1)c1ccc(Cc2n[nH]c(=O)c3cccnc23)cc1
(25) Cc1ccc2c(c1)C13C(=C2Br)CCCN1C(=O)c1ccccc13 (configuration not stated)
screen / no.	21	22	23	24	25
COLO 205	108	111	97	110	108
HCC-2998	102	98	.	109	113
HCT-116	95	99	.	96	97
A498	95	119	119	113	92
SW-620	103	114	106	97	94
HCT-15	100	98	102	105	73
KM12	107	96	110	103	92
SNB-75	81	92	93	80	90
HT29	107	95	111	112	99

(26) C=CCn1c2ccc(Br)cc2c2c3c(c4c5ccccc5ccc4c21)C(=O)NC3=O
(27) CCOC(=O)C(CC(c1ccccc1)N1CCOCC1)[N+](=O)[O-] (configuration not stated)
(28) CCOC(=O)N1C/C(=C/c2ccc(Cl)cc2)C(=O)/C(=C/c2ccc(Cl)cc2)C1
(29) N#CC(C#N)N=Nc1ccccc1Cl
(30) CCOC(=O)c1nc(-c2ccccc2)oc1N(C)CC(O)C(O)C(O)C(O)CO (configuration not stated)
screen / no.	26	27	28	29	30
COLO 205	109	105	45	109	105
HCC-2998	96	111	-60*	103	99
HCT-116	98	97	-60*	96	101
A498	72	101	80	103	94
SW-620	98	100	1.5*	106	96
HCT-15	91	98	34	100	106
KM12	91	88	.	99	94
SNB-75	99	89	66	92	112
HT29	99	95	-40*	98	96

(31) C[C@H]1CNCc2ccc3ccccc3c21
(32) CCN(CC)CCCC(C)N=C(Nc1ccccc1)c1ccc(Cl)cc1 (configuration not stated)
(33) O=c1oc(=O)c2ccccc2c2ccccc12
(34) Cc1ncc(C(=O)O)c2c1OC(C)(C)OC2
(35) CCCCCC1CCCCN1C(=O)OC (configuration not stated)
screen / no.	31	32	33	34	35
COLO 205	113	81	116	109	85
HCC-2998	105	106	101	.	111
HCT-116	89	88	101	102	99
A498	105	77	121	72	115
SW-620	108	96	106	102	107
HCT-15	104	96	108	100	122
KM12	105	98	105	102	116
SNB-75	73	79	103	96	94
HT29	103	93	103	108	100

(36) Cc1ccc(S(=O)(=O)NCCCC2=C(Br)c3ccccc3C2c2ccccc2)cc1 (configuration not stated)
(37) O=C(O)c1ccc(-n2cc(CNc3ccc(C(F)(F)F)cc3)c(-c3ccc(F)cc3)n2)cc1
(38) O=C(Cn1cc(COn2nnc3ccccc32)nn1)Nc1ccc([N+](=O)[O-])cc1
(39) Nc1ccccc1C(=O)NC1C(=O)Nc2ccccc21 (configuration not stated)
(40) C(=C\CSc1ccccn1)/CSc1ccccn1
screen / no.	36	37	38	39	40
COLO 205	113	123	107	100	108
HCC-2998	109	107	104	98	98
HCT-116	96	81	101	96	.
A498	79	74	109	.	91
SW-620	99	104	101	101	104
HCT-15	105	76	106	102	50
KM12	97	.	102	103	99
SNB-75	82	75	98	78	91
HT29	100	100	108	104	100

(41) Cc1cc(N(CCCNc2ccnc3cc(Cl)ccc23)Cc2cccs2)nc(Cl)n1
(42) CN(C)CCOC(c1ccc(Cl)cc1)c1ccccn1 (configuration not stated)
(43) CCCCCCCCn1c2ccccc2c2c3c(c4c5cc(OC)ccc5oc4c21)C(=O)NC3=O
(44) CCNc1ccc2c(-c3ccccc3C(=O)O)c3ccc(=[N+](CC)CC)cc-3oc2c1
(45) COc1ccc(CCNC(=O)c2onc(-c3ccccc3)c2-c2cc(OC)c3c(c2OC)OCO3)cc1OC
screen / no.	41	42	43	44	45
COLO 205	-38*	105	.	103	104
HCC-2998	37	94	113	111	104
HCT-116	21	102	105	96	93
A498	28	86	.	92	41
SW-620	33	105	103	100	94
HCT-15	24	105	105	98	102
KM12	39	104	105	105	96
SNB-75	49	87	69	.	72
HT29	7.1*	101	99	102	100

# 15 compounds already listed, sorted by count of non-hydrogen atoms, lowest first.
(1) CC1NC(=O)c2c1c(=O)[nH]c1ccccc21 (configuration not stated)
(17) O=C(c1cccnc1)C1Cc2ccccc2C1=O (configuration not stated)
(13) Cc1cc2c(c3c1C(=O)CC3)C(C)(C)CCC2(C)C
(39) Nc1ccccc1C(=O)NC1C(=O)Nc2ccccc21 (configuration not stated)
(8) Fc1ccc(NCn2nc(-c3cnccn3)oc2=S)cc1
(3) CCCCOc1c(N)cccc1C(=O)OCCN(CC)CC
(25) Cc1ccc2c(c1)C13C(=C2Br)CCCN1C(=O)c1ccccc13 (configuration not stated)
screen / no.	1	17	13	39	8	3	25
COLO 205	.	107	111	100	86	109	108
HCC-2998	112	107	97	98	91	90	113
HCT-116	103	98	96	96	68	79	97
A498	91	151	125	.	104	90	92
SW-620	92	102	109	101	89	102	94
HCT-15	95	96	112	102	71	109	73
KM12	99	103	100	103	83	102	92
SNB-75	78	75	102	78	105	102	90
HT29	102	100	95	104	88	86	99

(38) O=C(Cn1cc(COn2nnc3ccccc32)nn1)Nc1ccc([N+](=O)[O-])cc1
(16) O=C(N/N=C\c1ccc([N+](=O)[O-])cc1)c1ccc2nc(-c3ccc(Br)cc3)[nH]c2c1
(7) COc1cc(C(=O)c2c(-c3ccccc3)oc3c(OC)cccc23)cc(OC)c1OC
(23) COc1ccc(CN2CCc3c(Sc4ccccc4OC)nc(N)nc3C2=O)c(OC)c1
(14) CCc1ccc2c(c1)C1(Oc3c(OC)cccc3C3CC(c4ccc(F)cc4)=NN31)C(=O)N2 (configuration not stated)
(19) CC(=O)OC1CC2C(C)(C)OC3CC(=O)OCC32C2CCC3(C)C(=CCC3c3ccoc3)C12C (configuration not stated)
(12) CC(=O)O[C@H]1CC[C@]2(C)C3=C(C(=O)C[C@H]2C1(C)C)[C@]1(C)CC[C@H]([C@H](C)CCC(=O)O)[C@@]1(C)CC3=O
screen / no.	38	16	7	23	14	19	12
COLO 205	107	-51*	-16*	97	103	76	103
HCC-2998	104	5.7*	-4.9*	.	98	81	102
HCT-116	101	-37*	-8.1*	.	101	106	99
A498	109	21	-28*	119	102	110	85
SW-620	101	5.3*	20	106	96	112	86
HCT-15	106	15	5.9*	102	101	108	95
KM12	102	12	3.2*	110	96	99	106
SNB-75	98	56	7.4*	93	79	97	92
HT29	108	-0.8*	8.2*	111	105	102	90

(45) COc1ccc(CCNC(=O)c2onc(-c3ccccc3)c2-c2cc(OC)c3c(c2OC)OCO3)cc1OC
screen / no.	45
COLO 205	104
HCC-2998	104
HCT-116	93
A498	41
SW-620	94
HCT-15	102
KM12	96
SNB-75	72
HT29	100

# Later entries.
(46) COc1ccc(-c2c(C#N)c(-c3ccccc3)nc3c2c(-c2ccccc2)nn3-c2ccccc2)cc1
(47) Cc1cc2c3ccccc3[nH]c(=O)n2n1
(48) O=C1NC(=O)C(c2ccc(Cl)cc2)(c2ccccc2Cl)N1 (configuration not stated)
(49) COc1ccc(C2=NN(C(C)=O)C(c3ccc(Oc4ccc(Cl)cc4)cc3)C2)cc1OC (configuration not stated)
(50) Oc1ccc(Nc2ccc3ccccc3c2)cc1
screen / no.	46	47	48	49	50
COLO 205	104	111	108	96	96
HCC-2998	110	106	119	98	.
HCT-116	88	105	108	88	71
A498	111	104	125	80	94
SW-620	91	100	121	97	66
HCT-15	77	104	102	89	55
KM12	98	104	116	96	36
SNB-75	82	97	89	80	63
HT29	115	103	103	100	96

(51) Cc1cc(C)c2c(N)c(-c3nc4ccccc4[nH]3)sc2n1
(52) CC(=O)Nc1ccc(NC(=O)c2ccoc2COc2ccc(C)cc2)cc1
(53) O=[N+]([O-])c1ccc(N=NNc2ccc(N=Nc3ccccc3)cc2)cc1
(54) NNC(=O)Nc1ccccc1
(55) COc1ccc(NC(=O)Nc2ccc(OCC(=O)N=Nc3c(O)[nH]c4ccc([N+](=O)[O-])cc34)cc2)cc1
screen / no.	51	52	53	54	55
COLO 205	114	108	100	99	112
HCC-2998	87	101	97	113	67
HCT-116	84	102	79	101	86
A498	102	88	89	85	101
SW-620	101	109	104	101	98
HCT-15	89	97	91	100	106
KM12	95	99	87	99	18
SNB-75	36	90	91	88	72
HT29	109	104	118	106	95

(56) C=CCc1c2occc2c(O)c2c(=O)cc(-c3ccc(Cl)cc3)oc12
(57) CCCCNC(=O)OCn1cnc2c(SCCC)ncnc21
(58) COc1cc2c(cc1OC(C)=O)CCCCC2=O
(59) NNC(=O)NO
(60) CCCCOC(=O)C1CCCC1=O (configuration not stated)
screen / no.	56	57	58	59	60
COLO 205	93	111	110	111	112
HCC-2998	91	120	100	100	99
HCT-116	70	101	110	101	91
A498	72	100	99	114	86
SW-620	87	108	103	103	105
HCT-15	89	124	103	102	100
KM12	87	113	109	98	109
SNB-75	73	99	77	86	97
HT29	98	115	107	96	92

(61) COc1ccc(/C=C(/C(=O)N2CCN(Cc3ccccc3)CC2)c2cc(OC)c(OC)c(OC)c2)cc1O
(62) C=C(C)[C@@H]1CC[C@]2(C(=O)N[C@@H](Cc3ccccc3)C(=O)OC)CC[C@]3(C)[C@H](CC[C@@H]4[C@@]5(C)CCC(=O)C(C)(C)[C@@H]5CC[C@]43C)[C@@H]12
(63) O=C(O)c1ccc(NCn2c(=S)sc3ccccc32)cc1
(64) CC(C)C(c1ccccc1)C(O)CC[N+]1(C)CCCCC1 (configuration not stated)
(65) O=C1Nc2ccc(Br)cc2C1=N/C=c1\[nH]c(=O)/c(=C/c2ccc(Cl)cc2)s1
screen / no.	61	62	63	64	65
COLO 205	110	95	83	106	102
HCC-2998	96	98	111	108	118
HCT-116	32	68	85	101	88
A498	55	84	109	100	94
SW-620	46	95	101	103	104
HCT-15	60	94	103	105	90
KM12	56	75	99	102	107
SNB-75	49	87	86	87	94
HT29	95	70	104	100	98

(66) Nc1nc(=O)n([C@@H]2O[C@H](CO)[C@@H](O)C2(F)F)cc1F
(67) Cc1nn2c(-c3nc4ccccc4[nH]3)c(-c3ccccc3)nc2s1
(68) CC(=O)c1ccc(OCC(=O)O)cc1
(69) C[C@]12O[C@H]1CC[C@H]1[C@@]2(C)CC[C@]2(O)C(=O)O[C@H](c3ccoc3)C[C@]12C
(70) Nc1[nH]cnc(=S)c1N
(71) O=C1CNC(c2ccc([N+](=O)[O-])cc2)N1O (configuration not stated)
(72) COc1cccc(C2CC(=O)Nc3cc4c(cc32)OCO4)c1OC (configuration not stated)
screen / no.	66	67	68	69	70	71	72
COLO 205	63	114	113	114	106	99	107
HCC-2998	74	105	96	103	101	111	.
HCT-116	36	88	103	91	105	98	94
A498	90	106	90	110	93	99	78
SW-620	76	96	97	109	104	98	105
HCT-15	60	93	93	100	102	102	89
KM12	85	112	98	106	114	112	92
SNB-75	78	90	90	84	106	83	76
HT29	69	102	113	81	98	101	91

# Bioassay records (PubChem BioAssay)

# Random draw from the library. Share with any hit: about 12%.
